Dynein transport: blocks dynein driven cargo transport along microtubules | z-score, hits read low | AID 1381 | 220,000 compounds, 0.47% hits | 3617.4 mouse cells, GR-EGFP nuclear translocation imaging; test concentration mostly 20 µM; stimulated with dexamethasone, 1 µM; active compounds read low;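 active = plate z-score of nuclear minus cytoplasmic receptor signal below a set negative limit, without overly bright fluorescence or cell loss, cut at about -3.5 in these data, passing the limit was not always enough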;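 also: z-score of nuclear minus cytoplasmic ring GR-EGFP intensity difference per well; some compounds called inactive have numbers as strong as hits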
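Buffer or medium: tet-free, stripped-serum medium; reagent: dexamethasone at 1.0 µM final, 30 min; incubation: 48 h induction, 1 h compound, 30 min dex at 37 °C; measured by: formaldehyde fixation, Hoechst nuclear stain, 10x automated fluorescence imaging; read-out: nuclear-to-cytoplasmic GR-EGFP distribution per well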
ER stress rescue: rescue of cells from ER stress-induced death, primary screen, 384-well, CSM14.1, thapsigargin, ATP luminescence (AID 1222); 190,000 tested, under 10 active; CSM14.1 thapsigargin-induced death rescue, ATP luminescence; higher % means a stronger effect; cellular ATP content (survival), % at 20 µM, or EC50 in µM where a hit was titrated;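 active = EC50 below 50 µM in the dose-response confirmation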;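 also: death triggered by thapsigargin at about 15 µM added after 2 h compound pretreatment; cell ATP read after overnight thapsigargin exposure of roughly 18 to 22 hours; normalized against plate controls of thapsigargin alone and 5% DMSO vehicle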
Insulin prom up: MIN6 insulin promoter up-regulation; MIN6 insulin promoter-GFP reporter, high-content imaging; active compounds read high; z-score at 5 µM; 190,000 compounds, 0.3% hits;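 active = z-score above 3 at 5 µM with at least 500 cells counted in the well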
Autophagy mod: modulators of autophagy; MEF GFP-LC3 puncta imaging; test concentration mostly 10 µM; calls only at 10 µM (by protocol); 190,000 compounds, 0.98% hits; AID 463193;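 active = percentage of spot-positive cells more than 3 SD above its plate mean, without a fluorescence outlier flag or 80% toxicity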;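 also: spot-positive cell cutoff set from DMSO-treated cells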
Hep lipid drop: hepatic lipid droplet formation modulation; AML12 mouse hepatocytes, oleate lipid droplets, BODIPY imaging; inhibition, % at 6.5 µM; 240,000 compounds, 0.4% hits; AID 1656;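 active = lipid droplet intensity inhibited by at least 50%, with more than 500 cells counted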
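Test system: AML12 mouse liver cells; schedule: overnight exposure; technique: high-content imaging of BODIPY-stained droplets and DAPI nuclei; read-out: % inhibition of corrected integrated BODIPY droplet signal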
b-catenin transl: alters nuclear translocation of beta-catenin in HeLa cells. immunofluorescence imaging. nuclear translocation activity, % at 5 µM. 190,000 compounds, 0.3% hits;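 active = nuclear translocation activity above 50% at 5 µM, with a well cell count of 50 or more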;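 also: per-cell ratio of nuclear to cytoplasmic median beta-catenin stain intensity; plate controls were DMSO negative control for no effect and GSK-3 inhibitor IX positive control for full effect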
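Test system: human HeLa cell line; Doses: 5 µM primary, 0.02–20 µM confirmation; Incubation: 24 h compound exposure, 37°C; Detection: beta-catenin immunofluorescence imaging with DAPI; Read-out: beta-catenin nuclear/cytoplasmic ratio, % activation.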
MT stabilizer: microtubule stabilizers in HeLa cells; HeLa tubulin immunostaining HCS, 24 h; share of cells brighter than vehicle mean+2SD; % tubulin-high responders, % at 10 µM; 200,000 compounds, 0.83% hits;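 active = plate Z-score above 3 for both tubulin-high and condensed-nucleus cell shares, with cell loss under 80%, at 10 µM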;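 also: anti alpha tubulin signal scored within the nucleus-defined area of each cell; some results filed as inactive read as strong as hits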
T cell modulator: modulates CD8 T cell binding to vesicles | calls only at 7 µM | 2C CD8+ T cell-vesicle binding, flow cytometry; active compounds read low | 330,000 compounds, 0.068% hits;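 active = response, share of CD8 T cells binding vesicles, and their 90th percentile fluorescence all below set limits, cut at about 80% in these data, passing the limit was not always enough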
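incubation = binding step 1.5 h, 37 °C, antibody labelling 20 min, ice | test system = 2C mouse CD8+ T cells | read-out basis = percent CD8+ FL2 mean versus row control | controls = Peptide-free naked vesicles (low) and QL9 vesicles with 0.7% DMSO vehicle (high) | detection = flow cytometry of vesicle-bound cells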
PhoP inhibition: PhoP-dependent GFP reporter repression – Salmonella Typhimurium, primary screen (AID 1863); S. Typhimurium PhoP-regulated promoter GFP reporter, 4 h; higher % means a stronger effect; one-dose inhibition, % at 50 µM; IC50 in µM for titrated hits; 300,000 compounds, 0.16% hits;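 active = inhibition over 29.93%, a cutoff 3 SD above the screen mean, later confirmed by dose response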;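 also: 0% = low Mg2+ inducing control and 100% = high Mg2+ repressing control; strong numbers were not always called active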
Dynein transport cytoplasmic EGFP: recorded beside Dynein transport, whose call it bears; z-score; measured here: cytoplasmic GR-EGFP intensity; active compounds read high
Dynein transport nuclear GR-EGFP: recorded beside Dynein transport, whose call it bears; z-score; measured here: nuclear GR-EGFP intensity;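 lower value marks the stronger effect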
Dynein transport cell count: second read-out of Dynein transport, no call of its own (marks repeat the call); z-score; measured here: cell count per field
Insulin prom up cell count: recorded beside Insulin prom up, whose call it bears; cell count; measured here: cytotoxicity, nuclei count;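 total cells summed across four imaged fields per well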
Hep lipid drop cells 6.5 µM: recorded beside Hep lipid drop, whose call it bears; cell count; measured here: cell count, cytotoxicity flag;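 cells counted across two imaged fields per well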
b-catenin transl cell count 5 µM: further read-out of b-catenin transl, marked with its call; cell count; measured here: cell count, cytotoxicity flag
T cell modulator vesicle-bound %: second read-out of T cell modulator, no call of its own (marks repeat the call); double positive events, %; measured here: CD8+ vesicle-bound cell fraction;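 binding gate set so that unloaded-vesicle control wells show 10% double positive cells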
MT stabilizer Hoechst-high %: also measured in MT stabilizer; calls as there; % Hoechst-high responders; measured here: nuclear condensation Hoechst responders;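 share of cells brighter than vehicle mean plus two SD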
MT stabilizer cytotoxicity %: also measured in MT stabilizer; calls as there; toxicity, %; measured here: cytotoxicity by cell density;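 0% = mean cell density of plate MIN control wells and 100% = no cells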
Autophagy mod cell loss 18 h: second read-out of Autophagy mod, no call of its own (marks repeat the call); toxicity, %; measured here: cell loss, nuclei count;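 cell loss after 18 h compound exposure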
Numbers without * were called inactive; i = inactive; · = no result given; + = active, no number; & = joins results of further samples.

SMILES	Dynein transport	Dynein transport cytoplasmic EGFP	Dynein transport nuclear GR-EGFP	Dynein transport cell count	ER stress rescue	Insulin prom up	Insulin prom up cell count	Autophagy mod	Autophagy mod cell loss 18 h	Hep lipid drop	Hep lipid drop cells 6.5 µM	b-catenin transl	b-catenin transl cell count 5 µM	MT stabilizer	MT stabilizer Hoechst-high %	MT stabilizer cytotoxicity %	T cell modulator	T cell modulator vesicle-bound %	PhoP inhibition
COc1ccc2c(c1)SCC/C2=C\CN1C(=O)CCC1=O	0.254	-0.236	-0.138	0.432	2.8%	0.07	1366	i	5.9	-2.4	695	1.4	442	3.1	2.2	1.5	i	46.7	2.5%
COc1ccccc1-c1ccc(SCc2ccc(C)cc2)nn1	0.504	-0.273	0.381	0.00263	·	0.55	1237	i	-23.3	3.7	643	1.6	1025	1.6	1.5	6.7	i	10.4	-1.0%
O=C(CCSCc1ccc(Cl)cc1)NCCc1ccccc1	1.65	-0.223	1.07	-1.15	-1.3%	0.05	1431	i	9.3	15.9	687	0.0	1156	2.5	1.2	0.4	i	29.6	2.8%
CCc1ccc2c(c1)C(=O)C(=O)N2CC(=O)Nc1ccc(NC(=O)c2ccccn2)cc1	-0.906	-0.329	-0.178	0.486	3.3%	-0.07	1495	i	-16.2	-9.1	725	0.7	1015	2.0	1.7	9.0	i	57.7	-7.1%
CCN1CCN(Cc2c(O)ccc3c(=O)c(-c4ccc(OC)c(OC)c4)c(C)oc23)CC1	-0.613	-0.0785	-0.64	1.02	-2.0%	-0.99	1008	i	24.8	·	·	0.7	801	5.0	2.2	5.3	i	36.2	-5.4%
Cn1nnc2c(C(N)=O)ncn2c1=O	·	·	·	·	-2.2%	0.33	1379	·	·	20.0	727	-0.5	1089	·	·	·	i	20.2	-1.2%&-2.2%
CC(=O)Nc1ccc(NC(=O)C2CCCN(C(=O)c3ccc(Cl)cc3)C2)cc1 (stereo unspecified)	0.169	-0.279	0.369	-0.00288	-1.4%	0.05	1205	i	8.3	-23.2	674	1.0	1094	1.4	1.9	5.6	i	28.5	0.4%
O=C(NC(=S)NC1CCCC1)c1ccccc1Br	0.385	0.32	0.293	-1.15	-0.8%	-0.15	1380	i	-17.8	-2.6	706	·	·	2.4	1.4	4.6	i	19.3	-4.5%
COc1ccc(OC)c(C2CC(=O)OC3=C2C(=O)CC(C)(C)C3)c1 (stereo unspecified)	0.406	-0.343	0.142	0.258	0.1%	-0.44	1264	i	-3.5	-10.7	692	-0.8	1150	3.5	2.6	5.5	i	34.0	-5.3%
Nc1c(C(=O)Nc2ccccc2F)sc2nc(Cc3ccccc3)cc(C(F)(F)F)c12	i	·	·	-4.9	-3.9%	·	·	+	25.5*	-4.2	766	9.7	1045	1.3	1.0	6.6	i	4.5	-174.1%
CN(C(=O)CSc1nnc(Nc2ccccc2)s1)C1CCS(=O)(=O)C1 (stereo unspecified)	0.344	-0.323	0.674	-0.415	-1.1%	0.36	1211	i	6.2	-6.7	684	-3.7	1116	2.2	1.9	7.4	i	25.0	-3.3%
COc1ccc(C(=O)Nc2cccc(/C(C)=N/NC(=O)c3ccc([N+](=O)[O-])cc3)c2)cc1OC	-0.556	-0.00534	0.372	0.802	-1.2%	0	1561	i	-14.0	·	·	2.1	1436	2.1	1.9	9.5	i	20.8	-7.2%
COc1ccc(N2C(N)=NC(N)=NC23CCCC3)cc1	0.725	-0.199	0.75	-0.0118	0.6%	0.24	1639	i	3.6	·	·	0.8	1403	4.3	3.0	6.2	i	16.7	-2.0%
Cn1c(=O)c2ncn(CC(=O)N/N=C/c3ccco3)c2n(C)c1=O	0.336	-0.106	0.304	-0.46	2.2%	-0.18	1459	i	5.9	-1.7	628	3.0	992	2.3	1.6	0.8	i	29.1	2.2%
Cc1ccc(NC(=S)NCCc2ccc(S(N)(=O)=O)cc2)c(C)c1	1.23	-0.122	1.36	-0.036	·	·	·	i	10.6	·	·	·	·	2.4	1.6	5.6	i	25.1	·
COc1ccccc1N1CCN(C(=O)Oc2ccccc2)CC1	1.44	-0.31	0.718	-0.0575	-2.4%	0.23	944	i	-12.8	10.5	781	0.2	1141	0.6	2.0	5.0	i	25.7	4.7%
CCOC(=O)c1sc(NC(=O)c2ccc(OC(C)=O)cc2)nc1C	0.664	-0.137	0.293	-0.532	-2.9%	0.49	1187	i	-2.2	25.6	586	0.8	1546	2.9	1.4	2.3	i	56.0	2.2%
CCC1CCCCN1C(=O)COC(=O)c1cc2ccccc2cc1O (stereo unspecified)	0.335	-0.133	0.624	-0.152	2.8%	1.16	1007	i	-7.3	·	·	1.4	1158	3.3	2.7	9.1	i	2.6	-4.2%
CCOc1ccc(C(=O)NCc2ccccn2)cc1	0.106	-0.207	0.435	-0.211	-0.3%	-1.13	955	i	-11.9	·	·	0.9	1141	2.6	2.4	2.6	i	35.2	-6.6%
O=C(COC(=O)CNC(=O)c1ccccc1F)NCCC1=CCCCC1	-0.343	-0.261	-0.181	1.36	-1.3%	0.32	1514	i	4.9	10.7	631	-2.6	1130	1.2	1.9	13.0	i	42.6	-9.6%
O=C(Cc1ccc(F)cc1)OCn1nnc2ccccc2c1=O	-0.171	0.425	0.569	0.542	·	-0.06	1050	·	·	8.7	677	0.2	1274	·	·	·	i	15.4	·
Cc1ccc(CNC(=O)c2ccccc2-n2cnnn2)cc1	-1.64	-0.27	-0.58	1.15	·	-0.52	1409	·	·	3.9	728	-4.6	1221	·	·	·	i	10.2	-10.8%
COc1cccc(C(=O)Nc2ccc3c(c2)C(=O)N(CCC(=O)O)C3=O)c1	-0.899	-0.215	-0.339	-0.0197	-1.1%	0.02	1650	i	-1.7	·	·	-0.8	1356	2.9	1.3	2.5	i	18.9	-14.8%
COc1ccc(Cn2nnnc2CN2CCc3ccccc32)cc1	0.402	-0.204	-0.0711	0.224	-1.1%	-1.13	1154	i	-7.1	0.8	770	-4.4	1196	1.2	1.2	7.7	i	28.6	1.1%
O=C(N/N=C\c1ccc(COc2ccc([N+](=O)[O-])cc2)o1)c1ccc(Cl)cc1	-0.611	-0.103	-0.012	1.02	2.0%	0.76	842	i	-1.3	-0.8	779	-0.9	1180	2.5	2.5	8.0	i	37.8	0.7%
SMILES	Dynein transport	Dynein transport cytoplasmic EGFP	Dynein transport nuclear GR-EGFP	Dynein transport cell count	ER stress rescue	Insulin prom up	Insulin prom up cell count	Autophagy mod	Autophagy mod cell loss 18 h	Hep lipid drop	Hep lipid drop cells 6.5 µM	b-catenin transl	b-catenin transl cell count 5 µM	MT stabilizer	MT stabilizer Hoechst-high %	MT stabilizer cytotoxicity %	T cell modulator	T cell modulator vesicle-bound %	PhoP inhibition
CC(NC(=O)c1cc(Br)ccc1Cl)c1ccccc1 (stereo unspecified)	0.211	-0.239	0.615	-0.167	·	0.77	960	·	·	-8.3	630	0.8	1254	·	·	·	i	38.5	-9.2%
Cc1cc(C)n2nc(SCc3nc4ccccc4[nH]3)nc2n1	0.583	-0.301	0.661	0.153	-2.6%	2.33	1963	·	·	-5.5	478	-1.5	1053	4.4	2.8	7.8	i	59.0	-9.9%
CCn1cc(CNC(=O)C2C3CCC(C3)C2C(=O)O)cn1 (stereo unspecified)	-0.655	-0.206	-0.0934	0.0865	-3.7%	·	·	i	-7.2	·	·	·	·	5.6	2.2	4.2	i	30.0	-5.6%
COCCCNc1ccnc2c(Cl)cccc12	-1.34	-0.239	-0.00851	0.805	-1.5%	-0.94	567	i	5.6	·	·	-6.9	972	2.8	2.1	5.0	i	47.0	31.4%
O=C(COc1ccccc1)Nc1nc2ccccc2[nH]1	1	-0.247	1.07	-0.0197	·	0.31	1087	i	-7.4	-2.3	593	1.5	904	2.4	1.3	12.4	i	24.0	3.6%
CC(C)c1ccc(/C=N/NC(=O)CC(=O)NC2CCCCC2)cc1	-0.614	-0.18	0.145	0.14	1.9%	-0.33	1659	i	0.1	-0.8	694	2.8	961	1.3	2.1	8.0	i	34.7	·
CSc1nsc(/C=C/Nc2cccc(Cl)c2)c1C#N	0.485	-0.176	0.51	-0.664	1.3%	0.04	1248	i	-6.6	0.4	774	1.0	1091	1.3	1.3	11.0	i	44.2	-6.2%
CCCOC(=O)c1cccc(NC(=O)COc2ccc([N+](=O)[O-])cc2)c1	-0.849	-0.171	-0.714	1.14	-3.1%	-0.08	2346	i	-6.3	-6.9	618	-1.5	1002	2.7	2.9	3.5	i	20.2	0.7%
CCOC(=O)C1=C(C)NC(=NC)SC1c1ccccc1 (stereo unspecified)	0.0842	-0.318	-0.284	0.191	-0.3%	-0.1	1435	i	-13.8	0.0	747	-0.2	1547	2.6	2.3	15.5	i	47.6	4.8%
CC1=CCC2C(=O)N(c3ccc(C)c(Br)c3)C(=O)C2C1 (stereo unspecified)	-0.409	-0.0842	0.0959	-0.712	·	1.37	1934	·	·	16.0	612	-0.3	1065	6.3	1.2	7.5	i	22.6	1.4%
CC1CCN(C(=S)NC2CC3CCC2C3)CC1 (stereo unspecified)	-0.818	-0.261	-0.682	0.416	-2.3%	-0.81	1268	i	-6.6	0.7	608	-0.3	933	1.8	3.2	8.3	i	48.7	-14.8%

Screening data deposited in PubChem by several laboratories.
